HCV inhibitor: blocks hepatitis C virus. Huh7.5.1 HCVcc-Cre infection, luciferase reporter, 44 h. Potency, µM (series often up to 41.8 µM), for the others: at the top dose activity change, negative = inhibition, hits mostly inhibitors. 340,000 tested, 3.4% active. AID 651820; also: potency is read from the fitted curve at half-maximal effect
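Cells (1,000/well) were plated 4 h before compound, then infected with HCVcc-Cre virus (~0.5 moi). After 44 h further culture, infection was read as luciferase luminescence following a 15 min substrate incubation at room temperature.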
HCMV inh: human cytomegalovirus inhibition. HFF cells, HCMV-luciferase reporter, 72 h; hits give low values. activity change, negative = inhibition, % at 57.5 µM. 410,000 tested, 4.5% active. AID 1259415; in the data active = activity change below about -60%; inconclusive = no clear call, values can overlap the other calls; inactive = above about -39%
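After 16 h attachment at 37C, HFF cells received test compound and HCMV-luciferase (1 PFU/cell); reporter luminescence read 72 h later, data normalized against buffer-only and known inhibitor Salinomycin.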
Sm TGR inh: blocks Schistosoma mansoni thioredoxin glutathione reductase. Q962Y6. purified TGR, DTNB reduction, TNB absorbance 405 nm. Potency, µM (highest dose often 114 µM), without a hit: at the highest dose activity change, negative = inhibition, hits mostly inhibitors. 360,000 tested, 3% active; also: potency is read from the fitted curve at half-maximal effect; nearly all actives have a fitted effect of over 60% in size
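Kinetic colorimetric format: TGR-catalysed, NADPH-driven DTNB reduction monitored via TNB absorbance. Enzyme dispensed at 20 nM; compound exposure 15 min at room temperature before reaction start.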
AmpC detergent: blocks E. coli AmpC beta-lactamase in detergent assay; AmpC hydrolysis of nitrocefin, absorbance 480 nm, 0.01% Triton; 370,000 tested, 0.041% active; Potency, µM (titrated, usually from 114 µM), for the others: at the top dose activity change, negative = inhibition, usual class: inhibitors; P00811; AID 485294;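 also: potency is read from the fitted curve at half-maximal effect; 0% = no-compound wells and -100% = no-enzyme wells; nearly all actives have a fitted effect of over 25% in size; some results filed as inactive show a strong effect at the top dose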
Target sequence (P00811 whole entry, looked up): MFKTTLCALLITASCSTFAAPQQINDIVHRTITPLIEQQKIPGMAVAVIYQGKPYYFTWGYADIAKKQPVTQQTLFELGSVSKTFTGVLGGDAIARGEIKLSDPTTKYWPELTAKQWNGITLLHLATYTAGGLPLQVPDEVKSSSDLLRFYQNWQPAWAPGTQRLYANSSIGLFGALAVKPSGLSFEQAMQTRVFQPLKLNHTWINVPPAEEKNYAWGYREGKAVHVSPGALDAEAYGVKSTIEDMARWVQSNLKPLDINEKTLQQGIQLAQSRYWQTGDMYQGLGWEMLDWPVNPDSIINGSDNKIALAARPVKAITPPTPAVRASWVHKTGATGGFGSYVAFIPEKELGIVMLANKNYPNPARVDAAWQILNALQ
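AmpC (5.3 nM in the dispensed reagent) in 20 mM phosphate pH 7.0 with 0.01% (detergent screen) or 0.0001% Triton X-100 was preincubated with compounds for 15 min at room temperature. Nitrocefin was then added from an 800 uM solution, and hydrolysis was followed at 480 nm.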
AMA1-RON2 inh: inhibitors of Plasmodium falciparum AMA1-RON2 interaction | 360,000 tested, 0.2% active | AlphaScreen AMA1-biotinylated RON2 peptide binding | Potency, µM (series often up to 58.2 µM), for the others: at the top dose activity change, negative = inhibition, hits mostly inhibitors;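 also: potency is read from the fitted curve at half-maximal effect; 0% = vehicle wells and -100% = peptide control; nearly all actives have a fitted effect of over 45% in size; some results filed as inactive show a strong effect at the top dose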
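AMA1 (3D7) with his tag at 25 nM final met compounds first, then biotinylated RON2 peptide at 25 nM; detection used donor plus acceptor beads, 10 µg/mL apiece, read by AlphaScreen after 30 min at room temperature.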
FBPA Giardia inh: blocks Giardia fructose-bisphosphate aldolase activity | A8B2U2 | purified Giardia FBPA | Potency, µM (highest dose often 59.6 µM), inactives show at the highest dose activity, negative = inhibition, usual class: inhibitors | 290,000 tested, 0.71% active; also: potency is read from the fitted curve at half-maximal effect; nearly all actives have a fitted effect of over 55% in size
Target sequence (A8B2U2 whole entry, looked up): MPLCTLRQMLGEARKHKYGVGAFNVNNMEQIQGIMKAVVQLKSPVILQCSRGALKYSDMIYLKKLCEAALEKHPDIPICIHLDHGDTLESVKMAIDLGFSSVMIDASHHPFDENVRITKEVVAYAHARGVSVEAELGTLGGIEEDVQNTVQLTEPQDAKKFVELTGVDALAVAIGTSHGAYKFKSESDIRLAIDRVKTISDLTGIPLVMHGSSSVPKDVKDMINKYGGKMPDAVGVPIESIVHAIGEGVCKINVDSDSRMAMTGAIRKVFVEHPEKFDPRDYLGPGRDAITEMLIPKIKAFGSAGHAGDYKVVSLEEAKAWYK
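Giardia FBPA (40 nM reagent) was preincubated 10 min at RT with compound (up to 57.5 uM final), then substrate plus GAPDH/TPI/NAD/arsenate coupling system with diaphorase/resazurin was added; resorufin fluorescence (525/598 nm) was read after 20 min.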
Numbers without * were called inactive; ? = inconclusive; · = no result given; & = joins results of further samples; [ ] = remark or other dose. Unless noted, calls follow the shape of the dose curve; as a rule, active = well fitted curve in the direction sought with a large enough effect; inconclusive = small, poorly fitted or top-dose-only effect, or another doubt; inactive = no such curve, though single readings can be large; an effect the other way counts as inactive or inconclusive. Unless noted, % is scaled to controls: 0 for no effect and ±100 for the full control effect.

SMILES	HCV inhibitor	HCMV inh	Sm TGR inh	AmpC detergent	AMA1-RON2 inh	FBPA Giardia inh
Cc1c(CC(=O)N[C@@H](C)C(=O)O)c(=O)oc2cc3occ(-c4ccccc4)c3cc12	3%	-1	5%	-9%	-10%	7%
Cc1cc(NC(=O)c2ccccc2Cl)ccc1NC(=O)c1ccccc1Cl	?	93	-6%	-12%	-1%	14%
COc1ccc(NC(=O)C2CC(=O)NC3=C2C(=O)CC(C)(C)C3)cc1 (stereo not given)	9%	-2	1%	-9%	-3%	1%
CN(CCC#N)C(=O)CSc1ncnc2sc(-c3ccccc3)cc12	?	-5	-23%	?	4%	0%
CC(=O)c1ccc(NC(c2ccc(F)cc2)c2nnc(-c3ccccc3)o2)cc1 (stereo not given)	·	17	0%	6%	·	·
CC1Cc2ccccc2N1CC(=O)Nc1ccc2c(c1)OCO2 (stereo not given)	0%	-6	2%	-11%	?	1%
COc1cccc(COc2ccc(N(C)S(=O)(=O)c3ccccc3)cc2)c1	?	16	13%	-11%	9%	12%
CCc1noc(C)c1C(=O)NCCc1ccc(F)cc1	17%	-21	-5%	?	-1%	·
Cc1ccc(NS(=O)(=O)c2cc(C(=O)O)ccc2Cl)cc1	13%	-24	-3%	-1%	9%	-6%
COc1cccc(NC(=O)C2CCCN2C(=O)Nc2cccc(F)c2)c1 (stereo not given)	-4%	9	-1%	-12%	-12%	-1%
C=CCn1c(=O)c(C=Nc2cccnc2Cl)c(O)n(CCCC)c1=O	8%	67	6%	-12%	-6%	-1%
CC(Sc1nc2ccccc2s1)C(=O)Nc1nnc(C(C)C)s1 (stereo not given)	22%	·	-11%	-8%	-7%	-7%
CC(=O)Nc1nc2nc(-c3ccccc3)cc(-c3ccccc3)n2n1	-18%	11	17%	-15%	1%	-8%[12.9 µM]
O=C(Cn1nc(C(=O)O)c2ccccc2c1=O)Nc1cc(Cl)cc(Cl)c1	6%	12	-14%	-3%	-19%	3%
CC1Nc2ncnc(N3CCN(c4ccccc4)CC3)c2N(Cc2ccc(Br)cc2)C1=O (stereo not given)	?	27	-19%	-5%	-20%	·
O=C(Oc1cccc(NC(=O)c2ccco2)c1)c1cccc(S(=O)(=O)N2CCCC2)c1	-9%	20	1%	?	-20%	0%
c1ccc(-c2csc(-c3cccnc3)n2)cc1	-30%	-31	1%	7%	-12%	1%
Cc1occc1C(=O)Nc1ccc([N+](=O)[O-])cc1Br	5%	7	0%	-4%	0%	·
O=C(COC(=O)c1ccco1)Nc1ccc2c(c1)OCO2	-1%	-1	9%	-4%	-6%	-4%
Cc1cc(C)c(NC(=O)COc2ccc3c(C)cc(=O)oc3c2)c(C)c1	·	-19	-14%	-1%	·	·
CC(=O)N1CCSc2ccc(S(=O)(=O)NCCc3cccc(C)c3)cc21	?	?	1%	?	8%	·
Cc1ccc2cc(CN(Cc3ccccc3)Cc3nnnn3C3CCCC3)c(=O)[nH]c2c1	?	-37	-11%	?	9%	1%
Cc1c(C(=O)Oc2cc(N)n(S(C)(=O)=O)n2)cccc1[N+](=O)[O-]	-7%	20	8.9µM*	-4%	-3%	-6%
CCOC(=O)c1ccccc1OCc1cc(/C=N/n2cncn2)ccc1OC	?	13	-3%	?	6%	4%
COC(=O)c1c(NC(=O)CSc2nccn2C)sc(C)c1C	?	-3	0%	-20%	-17%	·
COc1ccc(CSc2nc3ccncc3n2Cc2nc(-c3ccc(OC)c(OC)c3)oc2C)cc1	·	34	6%	23%	·	·
Cc1noc(C)c1C(=O)Nc1ccccc1N1CCOCC1	10%	9	-6%	-2%	2%	·
CCOC(=O)c1c(C)[nH]c(C)c1S(=O)(=O)N(C)CC(=O)Nc1ccccc1C	26%	19	14%	-3%	4%	5%
Clc1ccccc1-c1ccc2ncnc(NCc3ccc4c(c3)OCO4)c2c1	·	1	0%&1%	?	·	·
COc1ccc(S(=O)(=O)NCCCN2CCCC2=O)cc1OC	25%	19	2%	-11%	9%	·
O=C(NCCc1ccccc1)c1nccc2ccccc12	-22%	42	-3%	-14%	9%	·
CCN(CC)S(=O)(=O)c1cc(NC(=O)COC(=O)c2ccc(NC(=O)CC#N)cc2)ccc1C	-14%	?	0%	4%	12%	0%
CCOc1ccccc1NC(=O)COC(=O)COc1c(Cl)cc(Cl)c2ccc(C)nc12	-5%	0	·	·	10%	·
C/C(N)=C(/C#N)C(=O)COC(=O)c1cc(-c2ccc(C)cc2)nc2ccccc12	3%	-19	0%	1%	17%	0%
COc1ccccc1C(C)NCC(=O)NCc1ccc(C)cc1 (stereo not given)	-2%	43	0%	?	11%	-5%
NC(=O)CC(NC(=O)c1cccc(Br)c1)c1ccc(NC2CCC2)c([N+](=O)[O-])c1 (stereo not given)	-7%	-4	?	?	?	-6%
O=C(Nc1ccccc1)OCCc1ccccn1	-6%	24	·	·	14%	·
Cc1ccc[n+](CC(=O)Nc2ccc([N+](=O)[O-])cc2Cl)c1	-1%	-35	2%	1%	-1%	?
O=C(CN1CCOCC1)n1c2c(c3ccccc31)CCCC2	?	3	-1%	-3%	-25%	-22%
O=C(Cn1c(=O)n(-c2ccccc2)c(=O)c2sc3ccccc3c21)NC1CCCC1	·	-23	23%	5%	·	·
NC(=O)C1(N2CCCCC2)CCN(C(=S)Nc2cc(F)cc(F)c2)CC1	-1%	-64*	·	-5%	37%[activator]	0%
C/C(=N\NC(=O)c1ccc(N/N=C(\C)c2ccc(O)cc2)cc1)c1ccc(O)cc1	?	-13	-33%	0%	58%[activator]	-2%
CCCOc1ccc(C(=O)Nc2ccc(CN3CCOCC3)cc2)cc1	?	?	3%	-10%	-10%	3%
CSC1=C(C#N)C(=O)NC(c2ccc(Cl)cc2)S1 (stereo not given)	0%	-1	10µM*	9%	-18%	-4%
Cn1cc(C(=O)NP(=O)(N2CCOCC2)N2CCOCC2)c2ccccc21	22%	23	-3%	6%	11%	-8%

In the list so far, 3 have bromine.
SMILES	HCV inhibitor	HCMV inh	Sm TGR inh	AmpC detergent	AMA1-RON2 inh	FBPA Giardia inh
CC1Nc2ncnc(N3CCN(c4ccccc4)CC3)c2N(Cc2ccc(Br)cc2)C1=O (stereo not given)	?	27	-19%	-5%	-20%	·
Cc1occc1C(=O)Nc1ccc([N+](=O)[O-])cc1Br	5%	7	0%	-4%	0%	·
NC(=O)CC(NC(=O)c1cccc(Br)c1)c1ccc(NC2CCC2)c([N+](=O)[O-])c1 (stereo not given)	-7%	-4	?	?	?	-6%

Further structures.
SMILES	HCV inhibitor	HCMV inh	Sm TGR inh	AmpC detergent	AMA1-RON2 inh	FBPA Giardia inh
COc1ccccc1/C=C/C(=O)NC(=S)Nc1ccccn1	4%	12	66%[activator]	0%	33%[activator]	-11%
CSCCC(NS(=O)(=O)c1ccc(C)cc1)C(=O)NNC(=O)c1csc(N2CCOCC2)n1 (stereo not given)	-7%	23	2%	-10%	144%[activator]	·
CCN1CCN(CCCNC(=O)C2c3ccccc3C(=O)N(c3ccc(OC)cc3)C2c2ccc(OC)cc2)CC1 (stereo not given)	-2%	-62*	4%	-1%	-13%	7%
COc1cc2[nH]c(=S)n(C3CCCC3)c(=O)c2cc1OC	?	?	7%	-11%	27%	-5%
Cc1c(C(=O)NCc2ccccc2)cnn1-c1ccccc1	9%	-16	7%	-1%	51%[activator]	-7%
Cc1ccc(C)c(NC(=O)CC2Sc3ccccc3NC2=O)c1 (stereo not given)	3%	25	·	·	7%	·
COC(=O)c1[nH]c2ccccc2c1NS(=O)(=O)c1ccc(OC)cc1OC	-5%&5%	25	4%	-1%	3%	-6%
COc1ccc(NC(=O)c2sc3nc[nH]c(=O)c3c2C)cc1OC	·	-18	24%	6%	·	·
O=C(Nc1ccc(O)c(C(=O)O)c1)Oc1ccccc1	2%	21	-1%	-7%	2%	-13%
Cc1onc(-c2ccccc2)c1C(=O)NC(=S)NNC(=O)c1ccccc1O	?	-70*	-1%	-12%	9%	14%
O=C(NCCc1ccccc1)c1cnc2sc(N3CCCCC3)nn2c1=O	·	6	-1%	5%	·	·
COc1ccc(CN2C3CCC2CC(NC(=O)c2cccc(F)c2)C3)cc1 (stereo not given)	-6%	22	0%	-3%	6%	3%
COc1cc(C(=O)Nc2scc(-c3ccc(Br)cc3)c2C(=O)O)cc(OC)c1OC	-16%	-7	4%	14%	2%	-28%
Cc1ccccc1N1CCN(Cc2ccc([N+](=O)[O-])o2)CC1	1%	-25	35µM*	-9%	?	?
CC(=O)N1CCc2c(sc3c2c(=O)n(-c2ccccc2)c(=O)n3Cc2cccc(C(F)(F)F)c2)C1	·	-19	1%	23%	·	·

Some of the entries above in another layout:
Below each compound: HCV inhibitor | HCMV inh | Sm TGR inh | AmpC detergent | AMA1-RON2 inh | FBPA Giardia inh
> CSCCC(NS(=O)(=O)c1ccc(C)cc1)C(=O)NNC(=O)c1csc(N2CCOCC2)n1 (stereo not given)
  -7% | 23 | 2% | -10% | 144%[activator] | ·
> CCN1CCN(CCCNC(=O)C2c3ccccc3C(=O)N(c3ccc(OC)cc3)C2c2ccc(OC)cc2)CC1 (stereo not given)
  -2% | -62* | 4% | -1% | -13% | 7%
> COc1cc2[nH]c(=S)n(C3CCCC3)c(=O)c2cc1OC
  ? | ? | 7% | -11% | 27% | -5%
> Cc1c(C(=O)NCc2ccccc2)cnn1-c1ccccc1
  9% | -16 | 7% | -1% | 51%[activator] | -7%
> Cc1ccc(C)c(NC(=O)CC2Sc3ccccc3NC2=O)c1 (stereo not given)
  3% | 25 | · | · | 7% | ·

One compound at a time, as listed above:
COc1ccccc1/C=C/C(=O)NC(=S)Nc1ccccn1 across the screens: HCV inhibitor: 4%; HCMV inh: 12; Sm TGR inh: 66%[activator]; AmpC detergent: 0%; AMA1-RON2 inh: 33%[activator]; FBPA Giardia inh: -11%
O=C(Nc1ccc(O)c(C(=O)O)c1)Oc1ccccc1 across the screens: HCV inhibitor: 2%; HCMV inh: 21; Sm TGR inh: -1%; AmpC detergent: -7%; AMA1-RON2 inh: 2%; FBPA Giardia inh: -13%
Cc1c(C(=O)NCc2ccccc2)cnn1-c1ccccc1 across the screens: HCV inhibitor: 9%; HCMV inh: -16; Sm TGR inh: 7%; AmpC detergent: -1%; AMA1-RON2 inh: 51%[activator]; FBPA Giardia inh: -7%
